USP8 block: inhibitors of human USP8 deubiquitinase. Ubiquitin carboxyl-terminal hydrolase 8 (Homo sapiens), P40818. purified USP8, Ub-rhodamine cleavage fluorescence, 30 min. inhibition, % at 20 µM. actives 4.2% (n = 47,000). AID 1645853, 2021
USP30 inh: inhibitors of human USP30 deubiquitinase. Ubiquitin carboxyl-terminal hydrolase 30 (Homo sapiens), Q70CQ3. purified USP30, Ub-rhodamine cleavage fluorescence. inhibition, % at 25 µM. actives 5.3% (n = 47,000)
Target sequence (Q70CQ3 whole entry, looked up): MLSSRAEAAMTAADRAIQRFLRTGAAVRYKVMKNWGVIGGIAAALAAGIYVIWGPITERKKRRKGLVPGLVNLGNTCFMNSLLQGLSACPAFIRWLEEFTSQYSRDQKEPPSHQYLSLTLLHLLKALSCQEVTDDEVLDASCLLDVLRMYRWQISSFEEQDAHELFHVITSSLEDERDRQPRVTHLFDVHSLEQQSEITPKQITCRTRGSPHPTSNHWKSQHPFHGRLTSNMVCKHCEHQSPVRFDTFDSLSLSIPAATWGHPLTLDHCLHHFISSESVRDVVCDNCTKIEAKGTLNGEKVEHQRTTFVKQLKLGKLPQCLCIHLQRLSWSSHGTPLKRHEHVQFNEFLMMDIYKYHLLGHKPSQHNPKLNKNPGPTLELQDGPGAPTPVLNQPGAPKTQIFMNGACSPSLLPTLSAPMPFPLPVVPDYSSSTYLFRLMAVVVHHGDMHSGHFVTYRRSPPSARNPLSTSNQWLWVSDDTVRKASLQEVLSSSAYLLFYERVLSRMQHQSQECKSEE
OTUD3 inh: inhibitors of human OTUD3 deubiquitinase; purified OTUD3, Ub-rhodamine fluorescence, 2 h; inhibition, % at 25 µM; actives 0.7% (n = 47,000); AID 1645858, 2021
USP7 block: inhibitors of human USP7 deubiquitinase | inhibition, % at 20 µM | actives 0.3% (n = 47,000) | purified USP7, Ub-rhodamine cleavage fluorescence | AID 1645854, 2021
USP28 inh: inhibitors of human USP28 deubiquitinase; Ubiquitin carboxyl-terminal hydrolase 28 (Homo sapiens), Q96RU2; purified USP28, Ub-rhodamine cleavage fluorescence, 30 min; AID 1645857, 2021; actives 3% (n = 47,000); inhibition, % at 25 µM
USP10 block: inhibitors of human USP10 deubiquitinase | purified USP10, Ub-rhodamine fluorescence, 60 min | inhibition, % at 20 µM | actives 1.1% (n = 47,000) | AID 1645856, 2021
UCHL1 block: inhibitors of human UCHL1 deubiquitinase | inhibition, % at 20 µM | actives 0.2% (n = 47,000) | purified UCHL1, Ub-rhodamine cleavage fluorescence | AID 1645859, 2021
USP17 inh: inhibitors of human USP17 deubiquitinase. Ubiquitin carboxyl-terminal hydrolase 17-like protein 5 (Homo sapiens), A8MUK1. purified USP17, Ub-rhodamine cleavage fluorescence, 3 h. actives 6.5% (n = 47,000). inhibition, % at 50 µM
Target sequence (A8MUK1 whole entry, looked up): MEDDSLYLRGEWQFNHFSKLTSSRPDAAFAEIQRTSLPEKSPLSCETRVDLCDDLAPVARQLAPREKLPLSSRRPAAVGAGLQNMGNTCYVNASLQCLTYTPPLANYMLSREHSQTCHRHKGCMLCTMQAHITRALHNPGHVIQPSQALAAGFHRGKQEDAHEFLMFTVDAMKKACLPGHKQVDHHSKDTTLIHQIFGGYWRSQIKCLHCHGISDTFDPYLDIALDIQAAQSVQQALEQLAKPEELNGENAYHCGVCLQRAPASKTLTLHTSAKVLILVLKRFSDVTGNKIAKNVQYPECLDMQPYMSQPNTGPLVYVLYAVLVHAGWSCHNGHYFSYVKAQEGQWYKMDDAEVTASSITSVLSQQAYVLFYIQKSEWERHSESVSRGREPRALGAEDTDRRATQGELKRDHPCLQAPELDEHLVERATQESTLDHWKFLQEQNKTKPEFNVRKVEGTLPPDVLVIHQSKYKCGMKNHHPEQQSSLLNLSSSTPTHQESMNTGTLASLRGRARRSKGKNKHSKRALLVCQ
Numbers without * were called inactive; . = no result given. Rule as the data show it: active = inhibition above about 30%; inactive = the rest.

USP8 block	USP30 inh	OTUD3 inh	USP7 block	USP28 inh	USP10 block	UCHL1 block	USP17 inh	Compound
-2	-12	-2	-2	-8	2	0	-2	COc1nc2ccccc2nc1N1CCCC(C(=O)NCc2ccccc2)C1 (centres undefined)
7	26	6	5	9	-1	-1	19	Cc1ccc(C(=O)N2C[C@@H]3C[C@H]2C[C@@H]3NS(=O)(=O)c2ccccc2)cn1
-229	20	8	-3	12	0	4	-13	Cn1cc(C(=O)Nc2cccc(Cl)c2)c(S(=O)(=O)N2CCCCCC2)n1
1	-9	-6	1	-16	-3	-3	-12	CCC(C(=O)Nc1cc(C)on1)(C(F)(F)F)C(F)(F)F
27	-179	-23	-2	0	-6	-4	-76	O=C(CSc1nc2ccccc2c(=O)[nH]1)c1c[nH]c2ccccc12
0	4	-9	-11	7	-7	0	-8	CCn1cc(CN2CCC(C(=O)Nc3ccccc3-c3cccc(OC)c3)CC2)c(C)n1
-15	-4	4	4	0	-2	4	0	CCn1cc(-c2cc(C(=O)N3C[C@@H]4C[C@@]5(C)[C@H](CCC[C@@H]35)N4)on2)cn1
5	4	-1	-1	-4	0	0	-2	CC1C(=O)Nc2ccccc21 (centres undefined)
-7	-83	-12	-7	-12	-7	-14	-9	O=C(c1cc2ccccc2o1)[C@@H]1[C@@H]2CCCN2[C@]2(C(=O)Nc3c(Cl)cccc32)[C@@]12C(=O)Nc1ccccc12
15	-13	0	-1	-3	0	-1	-2	O=C(Cc1nnc(-c2cnccn2)o1)Nc1cccc(C(F)(F)F)c1
1	20	12	1	1	0	1	-23	C[C@H]1CN(C(=O)C2CCCCC2)C[C@@H]1c1nc(-c2ccncc2)no1
-81	9	-6	3	-7	-7	0	-9	CC(C)C[C@H](NC(=O)Cn1c(=O)[nH]c2ccccc2c1=O)C(=O)N[C@@H](Cc1ccccc1)C(=O)O
0	8	-3	4	2	6	1	5	Cc1cc(=O)n2[nH]c(C(c3ccccc3)c3ccccc3)nc2n1
-15	1	1	1	2	-1	1	8	Cc1cc(NCc2ccc3c(c2)OCO3)n2nnnc2n1
-4	-8	9	0	14	7	5	27	COc1ccc(NC(=O)CS(=O)(=O)c2[nH]c(-c3ccc(F)cc3)nc2-c2ccccc2)cc1Cl
-50	-16	-1	-4	-32	-6	0	.	CCn1c(=O)c(C(=O)NCc2ccc(C)cc2)nc2cccnc21
-47	14	1	-64	2	0	2	6	O=[N+]([O-])c1c(NCc2ccccc2)cc(N2CCN(CCO)CC2)c2nonc12
-213	-185	-35	-11	-43	-7	-9	-62	CCN(CC)c1ccc2ccc(C(=O)NCCc3ccccn3)cn12
2	10	-9	1	19	4	-2	-2	Cc1ccc(-c2cc(C(=O)NCC3CCCO3)[nH]n2)cc1C (centres undefined)
75*	22	13	41*	-5	47*	9	4	Cc1ccc2cc(-c3noc(CCC(=O)NC4CCCC4)n3)c(=O)[nH]c2c1
-2	12	3	-4	20	7	0	-47	COc1ccc(C(=O)NCc2nnc(SCC(=O)N3CCC(Cc4ccccc4)CC3)o2)cc1
-3	-7	-9	-4	0	-6	-2	-4	O=C(Nc1ccccc1)N1CCCCCC1C1CCN(Cc2nc(C3CC3)no2)CC1 (centres undefined)
5	.	-1	0	.	2	6	48*	O=C(COc1ncnc2ccccc12)Nc1ccc(OCc2ccccc2)cc1
-55	-10	-16	-5	0	1	0	-4	CN(C)c1ncnc2c1c(-c1ccccc1)cn2-c1ccc(F)cc1
25	24	22	5	16	7	1	16	COc1ccc(C2c3c(oc4ccccc4c3=O)C(=O)N2c2cc(C)on2)cc1 (centres undefined)
-60	-255	-56	-14	-90	-7	-22	-45	CN(C)S(=O)(=O)c1ccc(-c2nn(-c3ccccc3)cc2/C=C(\C#N)c2nc3ccccc3s2)cc1
6	-2	-8	0	-12	0	-2	-10	O=C(c1ccc2c(c1)CCO2)N1CCN(C(=O)c2ccc3c(c2)CCO3)CC1
16	22	5	2	8	1	3	13	CCOC(=O)c1cc(-c2ccccc2)sc1NC(=O)c1cccc(Cl)c1
-1	-5	-4	-4	-13	-1	-2	-3	CC(C)N1CCN(C(=O)c2n[nH]c3c2CCCC3)CC1
-12	-10	-4	-2	-5	-5	0	-10	Cc1cccc(NC(=O)Cc2nc(-c3cccnc3)n[nH]2)c1C
2	-8	-1	4	3	0	-3	11	O=C(Cc1ccc2ccccc2c1)Nc1ccccc1O
-25	-14	-5	2	1	0	1	-10	O=C(CCCSc1nc2ccccc2[nH]1)Nc1cccc(-n2cnnn2)c1
17	18	14	1	7	0	1	9	CCN1CCN(C2(CNC(=O)COc3ccc(F)cc3)CCCCC2)CC1
20	21	5	-5	2	0	4	10	O=C(CN(C(=O)CCC(=O)Nc1nccs1)c1ccc(F)cc1)NCCc1ccccc1
-17	10	12	4	4	2	2	0	Cc1ccc(C(=O)N2CCCn3c(CN4CCCCC4)nnc3C2)cc1F
-4	-84	-15	0	-20	-5	0	-7	CCc1ccc(NC(=O)c2ccccc2N2C(=O)N3CCc4c([nH]c5ccccc45)[C@@]3(C)C2=O)cc1
1	-13	-1	-58	6	0	2	-8	O=c1c2c(ncn2C2CCCC2)n(Cc2ccccc2)c(=O)n1Cc1ccccc1
23	-39	3	-2	27	2	4	4	Cc1ccc(NC(=O)c2[nH]c(C)c(S(=O)(=O)N3CCOCC3)c2C)cc1
11	12	15	5	8	-2	3	12	c1c[nH]c(-c2nccnc2C2CCN(Cc3cncs3)CC2)n1
0	15	3	4	4	2	1	3	O=C1CC(c2ccc(O)cc2)Oc2cc(O)cc(O[C@@H]3O[C@H](CO)[C@@H](O)[C@H](O)[C@H]3O)c21 (some centres undefined)

Part of the list above in order of number of heavy atoms, low to high.
USP8 block	USP30 inh	OTUD3 inh	USP7 block	USP28 inh	USP10 block	UCHL1 block	USP17 inh	Compound
23	-39	3	-2	27	2	4	4	Cc1ccc(NC(=O)c2[nH]c(C)c(S(=O)(=O)N3CCOCC3)c2C)cc1
-25	-14	-5	2	1	0	1	-10	O=C(CCCSc1nc2ccccc2[nH]1)Nc1cccc(-n2cnnn2)c1
0	15	3	4	4	2	1	3	O=C1CC(c2ccc(O)cc2)Oc2cc(O)cc(O[C@@H]3O[C@H](CO)[C@@H](O)[C@H](O)[C@H]3O)c21 (some centres undefined)
20	21	5	-5	2	0	4	10	O=C(CN(C(=O)CCC(=O)Nc1nccs1)c1ccc(F)cc1)NCCc1ccccc1

(listing goes on)
USP8 block	USP30 inh	OTUD3 inh	USP7 block	USP28 inh	USP10 block	UCHL1 block	USP17 inh	Compound
54*	54*	15	10	26	24	2	51*	Cc1cn2nnc(C(=O)Nc3ccc(OC(F)(F)F)cc3)c2c(=O)[nH]1
-88	-34	0	1	-10	-3	-2	-11	Cc1nn(-c2cccc(Cl)c2)c(Cl)c1/C=C/C(=O)c1ccc2c(c1)OCCO2
0	3	0	-3	0	0	-2	0	COc1ccc(S(=O)(=O)N2CCCC2c2ccco2)cc1Cl (centres undefined)
-64	-58	-24	-12	-21	-5	-11	-4	O=C(NCCC(=O)N1CCCCC1c1nc2ccccc2s1)c1ccco1 (centres undefined)
-1	.	3	0	.	3	1	14	CC1CC(=O)Nc2cc(S(=O)(=O)Nc3ccccc3F)ccc2S1 (centres undefined)
10	10	8	3	4	-1	2	7	CCN1CCN(C2(CNC(=O)c3ccccc3Cl)CCCCC2)CC1
10	7	-2	4	-2	12	1	82*	Cc1cccc(CNC(=O)c2ccc(-c3nnc(-c4cccc(C)c4)o3)cc2)c1
-38	6	-5	-9	20	10	3	11	O=c1[nH]c(CSc2ccc(Br)cc2)nc2ccccc12
-26	-126	-18	-11	-20	-3	-13	-27	Cc1ccc2c(c1)CCCN2C(=O)c1c(C)nn(-c2ccccc2)c1C
-142	26	7	1	7	-1	0	-20	O=C(CCc1nc(CSc2nnc(-c3ccccc3)o2)no1)Nc1ccccc1F
14	3	8	-31	11	2	-2	-9	Cc1ccccc1OCC(=O)Oc1ccc(C)c(-n2nc3ccccc3n2)c1
21	33*	13	10	27	7	8	14	CCC(NS(=O)(=O)c1ccc(S(=O)(=O)N2CCOCC2)cc1)C12CC3CC(CC(C3)C1)C2 (centres undefined)
-1	-22	-8	-11	5	2	0	2	CCn1ncc(S(=O)(=O)Nc2ccc(-c3ccccc3OC)cc2)c1C
-9	-8	-3	1	0	1	-1	7	CC(Oc1cccc(F)c1)C(=O)N1CCN(c2ccc3nnc(-c4ccco4)n3n2)CC1 (centres undefined)
1	22	7	.	3	5	3	45*	Cc1cc(C)c(C#N)c(N2CCN(S(=O)(=O)Cc3ccccc3)CC2)n1
-4	-102	-12	-6	-25	-6	-5	-17	COc1cccc(CC(=O)NCC2(N3CCCCC3)CCCCC2)c1
0	8	3	8	2	1	1	5	CNc1nc2c(c(=O)n1-c1ccccc1)CCN(S(C)(=O)=O)C2
3	-1	4	0	4	-2	0	1	COc1ccc(N2CCCS2(=O)=O)cc1NS(=O)(=O)c1ccccc1
21	12	1	5	5	2	2	10	COc1cccc(S(=O)(=O)N2Cc3ccccc3N(C)C(C)C2)c1 (centres undefined)
18	6	-3	9	-112	5	4	4	Cc1ccc2nc(NC(=O)C3(c4ccc(Cl)cc4)CCCC3)sc2c1
-1	-3	2	-2	-7	-1	-3	6	COc1ccc(CNC(=O)Cn2c(=O)n(C(C)C)c(=O)c3nscc32)cc1
-122	-3	-9	1	-7	-1	-1	0	O=C(O)c1cc(-c2ccccc2)n[nH]1
2	15	0	3	1	1	1	0	CC1CCN(C(=O)COC(=O)c2ccc3ccccc3n2)CC1
-61	6	-2	3	0	0	0	-5	Cn1cc(CN2CCC3(CC2)CCN(c2cccnc2)C3=O)cn1
10	-1	-6	1	-1	0	0	4	CCCC(=O)N1CCC2(CC1)NC(=O)N(CCc1ccccc1)C2=O
21	67*	13	14	16	38*	8	28	COc1ccc(Nc2nc3c(S(=O)(=O)c4ccc(C)cc4)nnn3c3ccsc23)c(OC)c1
-30	-223	-45	-41	-60	-6	-37	-53	Cc1ccc2c(=O)c(C(=O)N3CCOCC3)c[nH]c2n1
23	13	17	3	18	3	0	18	CNC(=O)C1CN(C(=O)c2ccc(OC)c(F)c2)CC12CCCC2 (centres undefined)
1	-52	8	-52	0	-2	4	-34	COC(=O)C1=CO[C@H](O[C@@H]2O[C@H](CO)[C@@H](O)[C@H](O)[C@H]2O)[C@H]2[C@]1(O)[C@H](O)C[C@]2(C)O
14	55*	9	-3	20	2	-1	27	CC(C)c1cc(NCc2ccccc2)n2nc(-c3cccnc3)nc2n1
-3	-2	0	-7	-5	3	-1	-6	C[C@H](NC(=O)c1ccc(Cl)cc1Cl)C(=O)NCc1ccco1
-9	33*	11	10	13	25	4	19	O=C(CSc1nnc(NC(=O)c2ccc([N+](=O)[O-])cc2)s1)Nc1ccc(Br)cc1
-11	-37	0	-59	-8	-3	-3	-11	CN(Cc1ccc(Cl)cc1)Cc1nnc(-c2ccc(Cl)cc2)o1
-131	-489	-92	6	-113	0	3	-144	O=C(N1CCCC1)N1CCC2(CCN(c3ncccn3)CC2)C1
8	-28	-2	-1	-1	3	0	-26	CCC/C=C/C=C/[C@@H]1C[C@@H](O)[C@@H](O)C(=O)[C@H]1CO
-30	-10	-3	0	0	-2	1	0	CC1=NCCN1CCNC(=O)Nc1cc(C)cc(C)c1
6	5	0	5	-3	1	-2	1	Cc1ccc(-c2c[nH]cc2C(=O)c2ccc(Br)cc2)cc1
0	11	7	7	0	2	2	5	CNc1nc2c(c(=O)n1C)CN(S(=O)(=O)c1ccccc1)CC2
-117	-8	0	3	3	0	2	-23	O=C(c1ccccc1F)N1CCCC(Cc2cc(-c3ncc[nH]3)ncn2)C1 (centres undefined)

Among those listed so far, two contain a thiophene ring, fused or not.
USP8 block	USP30 inh	OTUD3 inh	USP7 block	USP28 inh	USP10 block	UCHL1 block	USP17 inh	Compound
16	22	5	2	8	1	3	13	CCOC(=O)c1cc(-c2ccccc2)sc1NC(=O)c1cccc(Cl)c1
21	67*	13	14	16	38*	8	28	COc1ccc(Nc2nc3c(S(=O)(=O)c4ccc(C)cc4)nnn3c3ccsc23)c(OC)c1

Screening data: PubChem, Dana-Farber Cancer Institute and Novartis Institutes for BioMedical Research (Cambridge, Mass)
